Source: PubChem BioAssay (several laboratories)
PolyA inh: polyadenylation inhibitors in yeast reporter cells, primary screen, luminescence, S. cerevisiae; S. cerevisiae SKY197-pL101 polyadenylation reporter, beta-gal luminescence; efflux-impaired pdr1/pdr3 knockout yeast; score 100 = 6 SD above DMSO; calls only at 12 µM; hit rate 0.02% among 300,000;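 active = lowest replicate activity score at least 50, where 100 means six control SD above control mean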;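 also: yeast exposed to compound for 9 h at 30 °C; higher score means more reporter readthrough which indicates perturbed polyadenylation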
MrgX1 allo act: positive allosteric modulators of MrgX1, primary screen, HEK293 cells, Fluo-4 calcium flux | Mas-related G-protein coupled receptor member X1 (Homo sapiens), Q96LB2 | FDSS; hits give high values | B-score at 10 µM | hit rate 0.63% among 310,000;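 active = plate-corrected calcium response at least 3 library SD above typical, normal starting fluorescence, not activating the receptor alone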;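 also: compound read alongside a low EC10 to EC30 dose of BAM8-22 agonist; peak minus trough fluorescence over baseline measured at the second addition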
Target sequence (Q96LB2 whole entry, looked up): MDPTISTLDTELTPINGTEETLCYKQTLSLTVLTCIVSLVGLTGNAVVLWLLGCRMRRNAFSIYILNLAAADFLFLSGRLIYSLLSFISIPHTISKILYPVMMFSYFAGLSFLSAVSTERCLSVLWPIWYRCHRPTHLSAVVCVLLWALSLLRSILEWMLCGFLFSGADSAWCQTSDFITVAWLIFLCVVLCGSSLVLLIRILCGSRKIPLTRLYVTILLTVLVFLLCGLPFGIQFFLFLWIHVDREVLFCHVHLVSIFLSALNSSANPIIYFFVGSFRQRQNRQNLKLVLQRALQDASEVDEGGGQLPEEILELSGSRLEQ
TRPC6 act: mouse TRPC6 channel activators, primary screen, cell-based, HEK293, membrane potential dye | HEK293-TRPC6 membrane potential dye fluorescence; hits give high values | AID 2550, 2010 | B-score at 10 µM | Short transient receptor potential channel 6 (Mus musculus), Q61143 | hit rate 0.13% among 310,000;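 active = B-score of the integrated fluorescence ratio above library mean plus 3 SD, and starting fluorescence ratio within library mean plus 5 SD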;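 also: higher score means more depolarization so channel activation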
HIF activator: HIF pathway transcriptional activators, primary screen, cell-based, U2OS HRE-luciferase, luminescence; U2OS HRE-luciferase reporter; normalized: DMSO 0%, desferrioxamine 100%; activation, % at 7.5 µM (by protocol); hit rate 0.32% among 300,000; AID 1910, 2009;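 active = mean activation of at least 10% of the iron chelator positive control signal, with at least half of replicates also reaching 10%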
TRPC4 block: inhibitors of mouse TRPC4 channel, primary screen, Fluo4 calcium, HEK293 TRPC4beta/mu-opioid cells | Short transient receptor potential channel 4 (Mus musculus), Q9QUQ5 | DAMGO-evoked Fluo4 calcium flux; hits give low values | B-score at 10 µM | hit rate 0.39% among 300,000;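 active = B-score over 3 SD under the library average, no early fluorescence shift, positive overall ratio signal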
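Material: HEK293 cells with stable TRPC4beta plus mu-opioid receptor expression / Probe or stimulus: DAMGO in two steps, submaximal then maximal / Compound: single concentration per test compound / Technique: kinetic Fluo4 fluorescence imaging of calcium influx / Read-out: per-well B score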
TRPC4 agonist: activators of mouse TRPC4 channel, primary screen, Fluo4 calcium, HEK293 TRPC4beta/mu-opioid cells. Short transient receptor potential channel 4 (Mus musculus), Q9QUQ5. Fluo4 calcium fluorescence; hits give high values. B-score at 10 µM. hit rate 0.49% among 310,000. AID 2237, 2010;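 active = B-score above 5 SD of library B-scores, and initial fluorescence ratio not above library mean plus 5 SD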;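 also: positive B-score marks a calcium rise read as TRPC4 activation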
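Assay system: HEK293 stable line with TRPC4beta plus mu-opioid receptor; schedule: 45 min room-temperature Fluo4 loading, 110 s read; technique: kinetic Fluo4 calcium fluorescence; evaluation: integrated baseline-normalised fluorescence ratio, converted to per-well B score; controls: buffer (low) and maximal DAMGO (high)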
TRPC4 potent: positive allosteric modulators of TRPC4, primary screen, cell-based, mouse TRPC4beta, HEK293 mu-opioid, Fluo-4 calcium | Short transient receptor potential channel 4 (Mus musculus), Q9QUQ5 | DAMGO EC20, Fluo-4 Ca2+ flux; hits give high values | B-score at 10 µM | hit rate 0.42% among 310,000 | AID 2227, 2009;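 active = B-score of calcium response area above 5 SD of library B-scores, with initial fluorescence ratio within 5 SD of library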;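 also: B-score of integrated fluorescence ratio over time as area under calcium response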
TRPC6 inhibitor: mouse TRPC6 channel inhibitors, primary screen, cell-based, HEK293, membrane potential dye | ACh-evoked depolarization; hits give low values | hit rate 1.1% among 310,000 | B-score at 10 µM;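 active = B-score under library mean minus 3 SD, initial fluorescence not abnormally high, positive integrated signal ratio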;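 also: B-score derived from integrated fluorescence ratio over the kinetic read; more negative B-score means stronger inhibition of depolarization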
AI-2 QS modul: Vibrio harveyi AI-2 quorum sensing modulators, primary screen, JMH597 strain, luminescence/OD600 ratio. activity change, % at 7.5 µM. AID 2094, 2009. Vibrio harveyi JMH597 AI-2 luminescence/OD600 ratio, 9 h; hits give low values; strain lacks LuxN and CqsS sensors; 0 = neutral-control median. hit rate 0.4% among 300,000; in the data active = activity change below about -75%, passing the limit was not always enough;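 also: luminescence divided by OD600 gain over 9 h not by final OD600 alone; inactives centre near 13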
MrgX1 ag: agonists of human MrgX1 receptor, primary screen, HEK293 cells, Fluo-4 calcium flux. Mas-related G-protein coupled receptor member X1 (Homo sapiens), Q96LB2. Fluo-4 calcium fluorescence, agonist mode; hits give high values. B-score at 10 µM. hit rate 0.44% among 310,000. AID 588627, 2011;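 active = calcium response B-score plate-corrected fluorescence ratio at least 3 library SD, with starting fluorescence B-score inside 5 SD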
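System – MrgX1-expressing HEK293 cells · Incubation – cells plated overnight, dye loaded 0.5 h 37 °C, 0.5 h room temperature · Technique – kinetic Fluo-4 NW fluorescence of intracellular calcium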
MrgX1 antag: antagonists of human MrgX1 receptor, primary screen, HEK293 cells, Fluo-4 calcium flux; Mas-related G-protein coupled receptor member X1 (Homo sapiens), Q96LB2; BAM8-22 antagonism; hits give low values; B-score at 10 µM; hit rate 1.3% among 310,000; AID 588676, 2011;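 active = calcium-response B-score plate-corrected more than 3 library SD below zero, starting fluorescence within 5 deviations, no agonist response on first addition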;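 also: peak minus trough fluorescence over baseline after final BAM8-22 challenge near maximal dose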
* = called active by the depositor; i = inactive; . = no result given. Some of the compounds tested. The share of hits here may be higher or lower than overall.

smiles,PolyA inh,MrgX1 allo act,TRPC6 act,HIF activator,TRPC4 block,TRPC4 agonist,TRPC4 potent,TRPC6 inhibitor,AI-2 QS modul,MrgX1 ag,MrgX1 antag
COc1cccc(NC(=O)C(Sc2nnc(-c3ccncc3)n2-c2ccc(Cl)cc2)c2ccccc2)c1 (stereo not drawn),i,i,i,-1.9,i,i,i,i,24,i,i
O=C(COC(=O)/C=C/c1ccc([N+](=O)[O-])cc1)NC(c1ccccc1)c1ccccc1,i,i,i,-0.3,i,i,i,i,15,i,i
Cc1cc(=O)oc2cc(OCC(=O)NCCN3CCOCC3)c(Cl)cc12,i,i,i,0.3,i,i,i,i,3,i,i
Cc1ccccc1NS(=O)(=O)c1ccc(C)c(C(=O)N2CCOCC2)c1,i,i,i,-0.2,i,i,i,i,25,i,i
Cc1c(N=Cc2cc3c(cc2[N+](=O)[O-])OCO3)cccc1[N+](=O)[O-],i,i,i,-1.0,i,i,i,i,16,i,i
CCCC(NS(=O)(=O)c1ccc(-c2ccc(=O)[nH]n2)s1)c1cccs1 (stereo not drawn),i,i,i,0.3,i,i,i,i,15,i,i
CC1=C(C(=O)OC(C)C)C(C2CC=CCC2)NC(=O)N1 (stereo not drawn),i,i,i,-0.1,i,i,i,i,5,i,i
CCCCCCCCCn1c2c(c(=N)c3c1CCC3)CCCC2,i,.,i,-0.5,i,i,i,i,18,.,.
O=S(=O)(N/N=C\c1cn(-c2ccccc2)nc1-c1ccccc1)c1ccccc1,i,i,i,0.3,i,i,i,i,35,i,i
O=C(CSc1nnc(CNC(=O)c2ccco2)o1)Nc1ccccc1F,i,i,i,1.8,i,i,i,i,12,i,i
Cc1nn(Cc2cccc(C(=O)NN)c2)c(C)c1Cl,i,i,i,-0.5,i,i,i,i,-3,i,i
NNC(=S)Nc1c(Br)cc(F)cc1Br,i,i,i,-0.2,i,i,i,i,12,i,i
Cc1onc(-c2ccccc2Cl)c1C(=O)NNC(=O)c1cccc(F)c1,i,i,i,-0.2,i,i,i,i,14,i,i
CCn1c(-c2cc(OC)c(OC)c(OC)c2)n[nH]c1=S,i,i,i,0.8,i,i,i,i,37,i,i
CC(C)NS(=O)(=O)c1ccc(Oc2ncc(C(F)(F)F)cc2Cl)cc1,i,i,i,-0.3,i,i,i,i,1,i,i
Clc1ccc(CNc2nc(N3CCOCC3)nc(N3CCOCC3)n2)cc1,i,i,i,-3.5,i,i,i,i,21,i,i
CNC(=S)N/N=C(\C)c1ccc(C(C)(C)C)cc1,i,i,i,0.0,i,i,11*,i,8,i,i
O=C(Nc1ccccc1)c1cccc(Cn2cc(C(F)(F)F)ccc2=O)c1,i,i,i,0.3,i,i,i,i,23,i,i
O=C(Nc1ccc2c(c1)CCC2)c1cc(S(=O)(=O)Nc2ccc(F)cc2)c(Cl)cc1Cl,i,i,i,0.3,i,i,i,i,31,i,i
CCCOc1ccc(-c2nc(C#N)c(N3CCC(C(N)=O)CC3)o2)cc1,i,i,i,0.3,i,i,i,i,35,i,i
COc1ccc(OC)c(C(c2nnnn2CC2CCCO2)N2CCN(C3CCCC3)CC2)c1 (stereo not drawn),i,i,i,-0.3,i,i,i,i,42,i,i
O=C(OCCN1C(=O)c2ccccc2C1=O)c1cnccn1,i,i,i,-0.2,i,i,i,i,30,i,i
NS(=O)(=O)c1ccc(NC(=O)c2ccccc2C(=O)N2CCCCC2)cc1,i,i,i,-0.2,i,i,i,i,12,i,i
C/C(=N/OC(=O)c1ccc(C)cc1)c1ccc(N2C(=O)C3CCCCC3C2=O)cc1 (stereo not drawn),i,i,i,0.8,i,i,i,i,14,i,i
N#Cc1nc(-c2cccs2)oc1NCc1ccc(Cl)cc1,i,i,i,0.9,i,i,i,i,-87*,i,i
Cc1cc(-c2csc(NC(=O)c3ccc(=O)[nH]c3)n2)c(C)n1Cc1ccccc1,i,i,i,-0.2,i,i,i,i,13,i,i
Cc1ccc(CSc2nnc(-c3ccc4c(c3)OCO4)o2)cc1,i,i,i,-0.4,i,i,i,i,-35,i,i
Cc1ccc(NC(=O)CNC(=O)COc2ccccc2)nc1,i,i,i,-0.3,i,i,i,i,20,i,i
Cc1noc(C)c1S(=O)(=O)N1CCC(C(=O)N2CCN(C3CCCC3)CC2)CC1,i,i,i,0.6,i,i,i,i,8,i,i
CSc1ccc(/C=N/NC(=O)c2cccc(Cl)c2)cc1,i,i,i,4.6,i,i,i,i,18,i,i
CCN1CCN(CCC(=O)Nc2ccc(Br)cc2)CC1,i,i,i,0.3,i,i,i,i,37,i,i
CCOc1ccc(OCC(=O)Nc2ccc(N3CCCCC3)cc2)cc1,i,i,i,0.3,i,i,i,i,1,i,i
CCc1ccc(C(=O)/C=C/c2ccc([N+](=O)[O-])o2)cc1,i,i,i,1.8,i,i,i,i,42,i,i
Cn1c(Sc2ccccc2Cl)c(C=O)c2ccccc21,i,i,i,0.1,i,i,i,i,14,i,i
Cc1ccc(C(=O)NCC(=O)NCc2cc(=O)n(C)c(=O)n2C)cc1,i,i,i,-0.1,i,i,i,i,6,i,i
COc1ccc(S(=O)(=O)c2cnc3ccc(OC)cc3c2N2CCC3(CC2)OCCO3)cc1,i,i,i,0.1,i,i,i,i,31,i,i
O=C(/C=C/c1cccc([N+](=O)[O-])c1)OCC(=O)c1ccccc1,i,i,i,0.3,i,i,i,i,-49,i,i
CC(=O)C1=NOC2C(=O)N(c3ccc(Cl)cc3)C(=O)C12 (stereo not drawn),i,i,i,-0.7,i,i,i,i,12,i,i
Cc1nn(-c2ccccc2)nc1CNC(=O)CC(C)(C)C,i,i,i,.,i,i,i,i,23,i,i
S=c1nc(-c2ccccc2Cl)[nH][nH]1,i,i,i,0.4,i,i,i,i,4,i,i
N#C/C(=C\c1cc(Cl)cc(Cl)c1O)C(=O)NC1CCCCC1,i,i,i,0.0,i,i,i,i,.,i,i
COc1ccccc1CNS(=O)(=O)c1ccc2[nH]cc(C(=O)O)c(=O)c2c1,i,i,i,-0.1,i,i,i,i,12,i,i
Cn1ccc(C(=O)OCC(=O)c2ccccc2)n1,i,i,i,1.5,i,i,i,i,20,i,i
COc1ccccc1NC(=O)CSc1nc(C)c2c(c1C#N)CCCC2,i,i,i,-0.2,i,i,i,i,7,i,i
COc1cccc(CNCc2ccc(C(=O)O)cc2)c1OC,i,i,i,-0.3,i,i,i,i,-11,i,i
COc1ccc(Cc2nnc(SCC(=O)Nc3nc(C)cs3)o2)cc1,i,i,i,-0.2,.,i,i,i,31,i,i
OCC1(CCOc2ccccc2)CCN(C2Cc3ccccc3C2)CC1,i,i,i,0.0,i,i,i,i,23,i,i
CC(NC(=O)C1CCCC1)c1ccc2c(c1)OCCO2 (stereo not drawn),i,i,i,-0.8,i,i,i,i,6,i,i
CCOCc1nnc(NC(=O)c2ccco2)s1,i,i,i,0.6,i,i,i,i,-9,i,i
Cc1cccc(OCCN2CSC(=S)N(C)C2)c1,i,i,i,0.2,i,i,i,i,45,i,i

Carrying on:
smiles,PolyA inh,MrgX1 allo act,TRPC6 act,HIF activator,TRPC4 block,TRPC4 agonist,TRPC4 potent,TRPC6 inhibitor,AI-2 QS modul,MrgX1 ag,MrgX1 antag
S=C(c1ccc2c(c1)OCO2)N1CCCCCC1,i,i,i,-0.2,i,i,i,i,13,i,i
CCn1c(SCC(=O)N/N=C/C=C/c2ccco2)nc2ccccc21,i,i,i,0.2,i,i,i,i,18,i,i
O=C(CCN1C(=O)c2ccccc2C1=O)N(CCO)Cc1ccccc1,i,.,i,0.8,i,i,i,i,11,.,.
C=C(CCC(=O)c1ccccc1)C(=O)c1ccccc1,i,i,i,1.2,i,i,i,i,4,i,i
CSc1nc(Cl)cc(Nc2ccc(O)cc2)n1,i,i,i,1.2,i,i,i,i,5,i,i
COc1ccc(-c2cc(C(=O)Nc3ccc(C)cc3)no2)cc1,i,i,i,-0.1,i,i,i,i,2,i,i
CC1CN(C(=S)Nc2ccc(Br)cc2Cl)CC(C)O1 (stereo not drawn),i,i,i,-0.1,i,i,i,i,25,i,i
CCCCOc1ccc(-c2nnn(CC(=O)c3c[nH]c4ccccc34)n2)cc1,i,i,i,-0.7,i,i,i,i,-3,i,i
Cc1cc(C)cc(NC(=O)N2CCCN(c3c(Cl)cncc3Cl)CC2)c1,i,i,i,0.0,i,i,i,i,11,i,i
CN(C)CCn1c(SCc2ccccc2C#N)nc2c(sc3ccccc32)c1=O,i,i,i,1.5,i,i,i,i,20,i,i
CCCNC(=O)C1CCN(c2ccc(S(=O)(=O)N3CCOCC3)cc2Cl)CC1,i,i,i,-0.3,i,i,i,i,29,i,i
